# GLP-1R agonist: GLP-1 receptor (human) agonism; HEK293 GLP-1R CRE-luciferase, luminescence, 4-6 h; cells express a hypersensitive GLP-1R form; Potency, µM (top dose mostly 45.6 µM), for inactives: top-dose activation, most hits filed as activators; 0.007% of 380,000 active; also: potency is read from the fitted curve at half-maximal effect; % of control where 0% means no effect
# Target sequence (P43220 whole entry, looked up): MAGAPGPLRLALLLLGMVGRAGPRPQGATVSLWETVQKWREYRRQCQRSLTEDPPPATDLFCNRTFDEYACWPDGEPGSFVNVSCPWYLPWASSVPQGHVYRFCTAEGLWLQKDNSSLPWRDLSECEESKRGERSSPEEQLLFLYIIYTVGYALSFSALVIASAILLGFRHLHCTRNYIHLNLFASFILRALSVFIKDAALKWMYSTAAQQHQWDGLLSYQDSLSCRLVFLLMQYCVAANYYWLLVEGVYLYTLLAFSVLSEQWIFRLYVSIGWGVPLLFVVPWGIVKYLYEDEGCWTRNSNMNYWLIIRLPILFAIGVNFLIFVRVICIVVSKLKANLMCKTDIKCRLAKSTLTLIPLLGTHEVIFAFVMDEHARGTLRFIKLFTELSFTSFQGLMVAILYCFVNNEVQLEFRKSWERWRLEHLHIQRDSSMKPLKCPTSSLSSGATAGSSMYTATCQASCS
# aSyn yeast inh: alpha-synuclein toxicity inhibition in yeast. 0.14% of 370,000 active. Potency, µM (titrated, usually from 46.1 µM), for the others: top-dose growth rescue (activation), usual class: activators. AID 652106. Yeast expressing alpha-synuclein, growth rescue, BacTiter-Glo, 24 h; also: potency is read from the fitted curve at half-maximal effect; % of control where 0% means no effect; nearly all actives have a fitted effect of over 65% in size
#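 Readout is rescue of growth in alpha-synuclein-expressing yeast, so inhibitors of toxicity appear as activators. Growth after 24 hr at 30 deg C in galactose medium is quantified by luminescence.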
# pAkt inh: blocks phosphorylation of Akt | Neuro2A IGF-stimulated pAkt S473 HTRF, 20 min; active compounds read low | activity change, % for hits at 50 µM | 0.32% of 360,000 active | AID 651550; in the data active = activity change below about -80%; inconclusive = mostly about -51% to -80%; also: % is scaled to controls: 0 for no effect and ±100 for the full control effect
#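 Neuro2A cells in DMEM with 0.5% FBS, overnight at 37 deg C, given compound at single 50 µM final, then IGF (6 nM final) for 20 min at 37 deg C. Lysed; phospho-Akt Ser473 by HTRF after 24 h, 665/615 ratio.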
# DRD3 antagonist: antagonists of human D3 dopamine receptor; 2.5% of 360,000 active; max response, negative = inhibition, %; D3R cells, DiscoveRx beta-arrestin luminescence, antagonist mode; active compounds read low; AID 652054; in the data active = max response below about -50%; inconclusive = no clear call, values can overlap the other calls; also: % is scaled to controls: 0 for no effect and ±100 for the full control effect; mostly tested at two doses, the higher about 12 µM
#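 Cells plated overnight at 1500 cells/well, then exposed to library compounds with dopamine controls for 90 minutes at 37 degrees C. DiscoveRx reagent added for 30–60 minutes at room temperature; luminescence read, quantitative HTS format.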
# TDP43 rescue: TDP-43 toxicity inhibition in yeast; Potency, µM (series often up to 46.1 µM), for inactives: top-dose growth rescue (activation), hits mostly activators; AID 652104; 1.8% of 410,000 active; TDP-43 expressing yeast growth rescue, BacTiter-Glo, 24 h; also: potency is read from the fitted curve at half-maximal effect; % of control where 0% means no effect; nearly all actives have a fitted effect of over 50% in size
#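 Galactose-induced TDP-43 yeast, OD600=0.02, compound pinned; 24 hr, 30 deg C; BacTiter-Glo luminescence for growth. Inhibitors of TDP-43 toxicity read as activators.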
# PTHR1 ag: PTHR1 (human) receptor agonism; HEK293 GP2 PTHR1 cells, GloSensor cAMP luminescence, 1 h; Potency, µM (top dose mostly 115 µM), for inactives: at the highest dose activation, actives largely listed as activators; 0.075% of 410,000 active; AID 743266; also: potency is read from the fitted curve at half-maximal effect; nearly all actives have a fitted effect of over 55% in size; some results filed as inactive show a strong effect at the top dose; inactives centre near -15; many of its hits are not listed in these tables
# Target sequence (Q03431 whole entry, looked up): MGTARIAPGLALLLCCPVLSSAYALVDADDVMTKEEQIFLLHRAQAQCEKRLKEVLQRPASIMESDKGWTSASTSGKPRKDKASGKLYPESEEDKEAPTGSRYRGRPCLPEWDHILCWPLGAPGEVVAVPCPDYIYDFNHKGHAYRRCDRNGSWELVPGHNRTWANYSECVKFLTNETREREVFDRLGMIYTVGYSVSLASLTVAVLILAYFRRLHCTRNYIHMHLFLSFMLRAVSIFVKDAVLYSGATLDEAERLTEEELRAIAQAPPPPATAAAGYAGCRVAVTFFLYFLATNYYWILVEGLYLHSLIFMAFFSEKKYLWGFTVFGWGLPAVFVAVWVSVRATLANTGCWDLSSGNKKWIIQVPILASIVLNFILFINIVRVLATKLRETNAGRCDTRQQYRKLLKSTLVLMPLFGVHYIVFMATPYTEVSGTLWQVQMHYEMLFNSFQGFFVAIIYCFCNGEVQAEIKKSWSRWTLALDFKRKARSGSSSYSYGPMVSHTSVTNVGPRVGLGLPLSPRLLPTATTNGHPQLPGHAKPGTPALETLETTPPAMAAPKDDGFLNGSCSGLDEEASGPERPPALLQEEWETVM
#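 HEK-293-derived GP2 cells expressing PTHR1 and a GloSensor cAMP reporter, 3,000/well, plated overnight, given luciferin plus IBMX (each 0.5 mM as added) for 1 h at 37 °C, then compound for 1 h at 37 °C. Luminescence was read after 15 min at room temperature.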
# Abeta rescue: restores growth of yeast expressing A-beta42 peptide | AID 1347071 | Potency, µM (titrated, usually from 46.1 µM), inactives show at the highest dose growth rescue, actives largely listed as activators | 0.063% of 410,000 active | yeast expressing A-beta42, growth rescue, OD600, 48 h; response scale: 0% DMSO, 100% iron-clioquinol control; also: potency is read from the fitted curve at half-maximal effect; nearly all actives have a fitted effect of over 55% in size
#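 Yeast A-beta toxicity model in growth medium with pinned compounds, 48 h at 30 C; growth read as absorbance at 600 nm. Normalized to FeCl3/clioquinol equimolar mix (positive) and DMSO (negative).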
# GLP1R inv ag: GLP-1 receptor (human) inverse agonism; HEK293 GLP-1R CRE-luciferase, luminescence, 24 h; GLP-1R form is constitutively active; 1.6% of 410,000 active; P43220; AID 624417; Potency, µM (top dose mostly 38.3 µM), for the others: top-dose activity change, negative = inhibition, usual class: inhibitors; also: potency is read from the fitted curve at half-maximal effect; % is scaled to controls: 0 for no effect and ±100 for the full control effect; nearly all actives have a fitted effect of over 55% in size
#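 HEK293 cells stably co-expressing a cAMP-responsive luciferase reporter and constitutively active GLP-1R were seeded, incubated 12 h, then exposed to compounds for 24 h at 37 C. Luminescence was read 12 min after detection reagent; inverse agonists lower signal.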
# FUS suppressor: FUS proteinopathy suppression in yeast; Potency, µM (doses to about 76.6 µM), inactives show at the top dose growth rescue (activation), actives largely listed as activators; AID 1347120; 0.24% of 390,000 active; S. cerevisiae FUS-expressing, growth rescue, OD600, 24 h;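 also: potency is read from the fitted curve at half-maximal effect; plate controls were DMSO vehicle for no effect and reference control for full effect; nearly all actives have a fitted effect of over 55% in size; some results filed as inactive show a strong effect at the top dose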
#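 Cultures pregrown in 2.5% raffinose medium are shifted to minimal medium containing 2% galactose to express toxic FUS. Compounds are tested at several concentrations. After 24hr at 30C, growth is quantified at 600 nm absorbance.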
# Active calls of the source: *; i = inactive; ? = inconclusive; · = not tested or not shown; [ ] = another dose, or the depositor's remark. Unless noted, calls follow the shape of the dose curve; as a rule, active = well fitted curve in the direction sought with a large enough effect; inconclusive = small, poorly fitted or top-dose-only effect, or another doubt; inactive = no such curve, though single readings can be large; an effect the other way counts as inactive or inconclusive. These rows are one share of the data; rates above refer to the full screens.
SMILES,GLP-1R agonist,aSyn yeast inh,pAkt inh,DRD3 antagonist,TDP43 rescue,PTHR1 ag,Abeta rescue,GLP1R inv ag,FUS suppressor
CCOc1cc(CNC(CC)CO)ccc1OCC(=O)Nc1cccc(C(F)(F)F)c1 (stereo unspecified),21%,10%,i,-7,3%,i,-1%,?,-12%
COc1ccc(OCC(=O)NNC(=O)c2nn(C)c(=O)c3ccccc23)cc1,-10%,1%,i,-6,-11%,i,1%,10%,11%
O=C(Nc1nc2ccc([N+](=O)[O-])cc2s1)c1c(F)cccc1F,6%,-4%,i,-4,10%,-13%,18%,6%[0.307 µM],4%
CC(NS(=O)(=O)c1ccc(Br)cc1F)[C@H](O)c1ccccc1 (stereo partly specified),-6%,1%,i,14,6%,-36%[inhibitor],24%,-16%,-9%
Cc1ccc(S(=O)(=O)NNC(=O)C2CCCCC2)cc1,10%,0%,i,0,-2%,i,4%,-15%,-5%
COc1ccccc1-c1csc(C(NC(C)=O)c2ccc(F)c(F)c2)n1 (stereo unspecified),-1%,7%,i,10,10%,i,5%,19%,-17%
CC(=O)c1ccc(NS(=O)(=O)c2cccc(C(=O)Nc3ccccc3C(=O)O)c2)cc1,-1%,0%,i,17,-4%,i,-15%,24%,-2%
COc1ccc(CNC(=O)c2cc(Nc3ccc(C)cc3C)nc3ccccc23)cc1,·,·,·,·,12%,i,-14%,?,-8%
O=C1C(c2ccccc2)C2C=CC(C2)N1O (stereo unspecified),-1%,-3%,i,-25,-20%,18%,-13%,21%,·
Cc1ccc(-c2ccc(CN3C(CC(C)C)C(=O)N(Cc4cn(CCC5OCCCO5)nn4)CCS3(=O)=O)cc2)cc1 (stereo unspecified),-2%,0%,i,-2,?,i,4%,?,?
COc1cccc(C2=CC(=O)C[C@H](c3ccc4c(c3)OCO4)C2)c1OC,13%,-2%,i,0,13µM*,-41%[inhibitor],25%,16%,?
COc1ccc(N2CC(C(=O)Nc3ccc(S(=O)(=O)Nc4nc(C)cc(C)n4)cc3)CC2=O)cc1 (stereo unspecified),0%,3%,i,6,-3%,-4%[57.5 µM],9%,5%,5%
Cc1cc(C)c2c(=O)n3c(nc2c1)C(CC(C)C)NC(=O)c1cccnc1-3 (stereo unspecified),-1%,-1%,i,-14,-21%,-15%,-11%,-17%,32%
CC(=O)c1ccc(S(=O)(=O)N2CCN(C(=O)c3ccc(-n4nc(C)c(Cl)c4C)cc3)CC2)cc1,2%,27%,i,18,7%,-50%[inhibitor],-9%,1%,11%
CCOC(=O)CC1(C)Oc2ccccc2N1S(=O)(=O)c1ccc(C)cc1 (stereo unspecified),·,15%,i,-13,-13%,-36%[inhibitor],-10%,?,25%
Cc1ccc(OCCOCCn2ccnc2)c(Br)c1,9%,-1%,i,0,-16%,i,-13%,-8%,1%
COc1cccc2c(=O)n(CC(=O)Nc3cccc(F)c3)ccc12,6%,0%,i,0,9%,i,-9%,1%,-17%
O=C(NCc1cccnc1)c1cn(-c2ccccc2)nc1-c1cccs1,15%,-8%,i,-25,-7%,i,0%,-10%,-6%
O=[N+]([O-])c1ccc(N2CCN(Cc3ccccc3)CC2)nc1,-1%,4%,i,-12,19%,-39%[inhibitor],-10%,?,12%
CCn1c(=O)cc(OCC(=O)Nc2ccc(C)c(F)c2)c2ccccc21,1%,·,·,·,15%,-10%,-11%,7%,-27%
CNC(=S)Nc1ccc(N2CCN(c3ccc(C(F)(F)F)cn3)CC2)nc1,2%,0%,i,-52*,-15%[1.82 µM],i,-11%,?,17%
O=C(NCCSC1CCCCC1)c1ccccc1,36%,1%,i,-3,-10%[0.397 µM],-8%,-1%,?,4%
Cc1ccc(Cl)cc1NC(=O)COC(=O)CC(C)(C)CC1=NS(=O)(=O)c2ccccc2N1,1%,·,·,·,15%,-11%,1%,?,?
Cc1ccsc1C(=O)N1CC(=O)Nc2ccccc21,1%,2%,i,-5,-5%,?,0%,-25%,16%

# Shown with values under each structure: part of the list above.
# Order of values: GLP-1R agonist | aSyn yeast inh | pAkt inh | DRD3 antagonist | TDP43 rescue | PTHR1 ag | Abeta rescue | GLP1R inv ag | FUS suppressor
CCOC(=O)CC1(C)Oc2ccccc2N1S(=O)(=O)c1ccc(C)cc1 (stereo unspecified)
 : · | 15% | i | -13 | -13% | -36%[inhibitor] | -10% | ? | 25%
CNC(=S)Nc1ccc(N2CCN(c3ccc(C(F)(F)F)cn3)CC2)nc1
 : 2% | 0% | i | -52* | -15%[1.82 µM] | i | -11% | ? | 17%
COc1cccc2c(=O)n(CC(=O)Nc3cccc(F)c3)ccc12
 : 6% | 0% | i | 0 | 9% | i | -9% | 1% | -17%
O=C(NCCSC1CCCCC1)c1ccccc1
 : 36% | 1% | i | -3 | -10%[0.397 µM] | -8% | -1% | ? | 4%
Cc1ccsc1C(=O)N1CC(=O)Nc2ccccc21
 : 1% | 2% | i | -5 | -5% | ? | 0% | -25% | 16%

# Other entries
SMILES,GLP-1R agonist,aSyn yeast inh,pAkt inh,DRD3 antagonist,TDP43 rescue,PTHR1 ag,Abeta rescue,GLP1R inv ag,FUS suppressor
CCOc1ccc(C2=CC(=O)C[C@H](c3ccc(OC)cc3)C2)cc1,22%,12%,i,-4,13µM*,-33%[inhibitor],-10%,-8%,5%
O=C(NCc1ccccc1)C1=C[C@H](C2CCCCC2)C[C@H](OCCCCO)O1,-5%,4%,i,37,0%,i,-3%,?,25%
O=C1[C@H]2[C@@H](c3ccc(C(F)(F)F)cc3)N[C@]3(CCCN(Cc4ccco4)C3=O)[C@H]2C(=O)N1Cc1ccccc1,-5%,-2%,i,33,3%,-23%,-6%,?,26%
C=CCSc1nc(N)c(NC(=O)c2ccco2)c(=O)[nH]1,-1%,?,i,7,23%,-23%,5%,14%,-24%
CCC(C)COC(=O)C(C#N)c1nc2ccccc2nc1N1CCCCC1 (stereo unspecified),6%,1%,i,-26,6%,i,-9%,-15%,-7%
O=S(=O)(c1ccc(-n2cnnn2)cc1)N1CCN(c2cccc(Cl)c2)CC1,·,·,·,·,-16%,15%,-16%,10%,-1%
Cc1cccc(-n2c(SCC(=O)Nc3ccc4c(c3)OCO4)nnc2-c2ccoc2C)c1,4%,-2%,i,21,-15%,i,20%,-45%,13%
COc1ccnc2c1c(=O)n(Cc1ccccc1Cl)c(=O)n2C,21%,-16%,i,-7,?,-15%,-5%,8%,-24%
O=C(CCN1C(=O)/C(=C/c2cccc(Br)c2)SC1=S)Nc1cccnc1,-8%,3%,i,43,15%,i,8%,1%,-35%
COc1cccc(CNC(=O)c2nnn(-c3ccc(OC(F)(F)F)cc3)c2N)c1,4%,·,·,-13,16%,-17%,9%,0%,6%
Nc1nc(SCc2ccc(F)cc2)ns1,0%,-13%,i,4,13µM*,-42%[inhibitor],?,7%,7%
CC(=O)c1cccc(NC(=O)CSC(=O)c2ccccc2)c1,0%,-6%,i,0,0%,-23%,0%,53%[activator],23%
CC1CC(C)(C)NC(=S)N1CC(=O)NCc1ccc(Cl)cc1 (stereo unspecified),2%,-5%,i,-22,-22%,-18%,-12%,-12%,14%
Cc1ccc2nc(-c3cc(NC(=O)c4ccc5c(c4)OCCO5)ccc3Cl)oc2c1,·,·,·,·,20%,-16%,2%,-23%,41%
CCOc1ccc(N=C2NC(=O)C(CC(=O)Nc3ccccc3)S2)cc1 (stereo unspecified),-3%,1%,i,-3,-9%,-41%[inhibitor],?,3%,-11%
CC(Sc1nc2ccccc2c(=O)[nH]1)C(=O)O (stereo unspecified),-1%,-2%,i,1,-3%,-22%,12%,48%[activator],12%
CC/C(C)=N/N1C(=O)c2ccccc2NC1(C)CC (stereo unspecified),1%,-4%,i,2,-20%,-25%,-17%,20%,1%
COc1ccc(C(=O)NCc2ccccc2OC)cc1,-7%,6%,i,14,1%,-1%,0%,-1%,-16%
CCOc1ccc(NC(=S)N/N=C(\C)Cc2ccc(OC)cc2)cc1,0%,-3%,i,11,-2%,-2%,11%,-8%,25%
CCOC(=O)c1sc2ccccc2c1S(=O)(=O)Nc1cccc(C(F)(F)F)c1,·,·,·,·,6%,i,3%,?,-10%
Cc1c(/C(O)=C2/C(=O)C(=O)N(Cc3cccnc3)C2c2ccccn2)cnn1-c1ccccc1 (stereo unspecified),-7%,2%,i,-2,-13%,i,-1%,?,40%
CC1CC(C)CN(C(=O)CSc2ncnc3sccc23)C1 (stereo unspecified),5%,1%,i,2,?,-16%,-19%,-28%,·
CN(c1ccccc1)S(=O)(=O)c1ccc(C(=O)NCC(c2ccco2)N2CCCCC2)cc1 (stereo unspecified),8%,-3%,i,?,6%,15%,11%,?,20%
COc1cccc(-c2csc(N3CCN(CC(=O)NNC(=O)c4ccc(Br)cc4)CC3)n2)c1,-3%,5%,i,12,-15%,-35%,12%,11µM*,5%
Cc1ccc(S(=O)(=O)N2CCN(CCOc3ccccc3)CC2)cc1,12%,0%,i,?,1%,-22%,9%,?,13%
O=C(NCc1cccc(F)c1)c1noc2c1CCCC2,-1%,0%,i,-4,15%,-21%,3%,?,-25%
CC(=O)Nc1cc(-c2ccc(N)cc2)cn2c(-c3cccc(C(F)(F)F)c3)cnc12,-2%,7%,i,3,27%,-33%[inhibitor],-6%,-15%,39%
O=C(O)[C@H]1Cc2ccccc2CN1S(=O)(=O)c1ccc(F)cc1,-3%,0%,i,-2,12%,-15%,11%,6%,-3%
CCOc1ccc2nc(NC(=O)C3CCCN(S(=O)(=O)c4cccc5nonc45)C3)sc2c1 (stereo unspecified),4%,6%,i,-4,-19%,i,3%,0%,31%
COc1ccc(C(=O)c2ccc(OC)c(OC)c2OC)cc1,-1%,28%,i,-4,?,-2%,2%,?,2%
Cc1ccc(-c2ocnc2C(=O)Nc2nc(C)cs2)cc1,-1%,-5%,i,2,?,-43%,5%,2%,12%

# Source: PubChem
